Cycloheximide cs: Cycloheximide Counterscreen for Small Molecule Inhibitors of Shiga Toxin; max response, %; cell reporter, cycloheximide protein synthesis inhibition counterscreen; 300,000 tested, 12% active; in the data active means max response mostly above about 13%, no sharp cut-off; inactive means mostly below about 14%; further: read at 38.3 µM for the half of the compounds with a filed dose; 0% is about no effect
Pf growth 96h: Primary qHTS for delayed death inhibitors of the malarial parasite plastid, 96 hour incubation. P. falciparum luciferase reporter growth, 96 h. Potency, µM (doses to about 28.7 µM), inactives show top-dose activity change, negative = inhibition, actives largely listed as inhibitors. 320,000 tested, 6.9% active; further: potency means the concentration at half of the fitted maximal effect; on the % scale 0 is the no-effect control and ±100 the full control effect
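P. falciparum expressing integrated firefly luciferase, in erythrocytes at 2% hematocrit, 0.05% parasitemia, incubated with compounds 96 h at 37 C, 5% CO2. Growth inhibition read as loss of luminescence; two-generation exposure targets delayed-death apicoplast inhibitors.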
Sm TGR block: qHTS Assay for the Inhibitors of Schistosoma Mansoni Peroxiredoxins; purified TGR, DTNB reduction, TNB absorbance 405 nm; Schistosoma mansoni thioredoxin glutathione reductase (TGR), Q962Y6; Potency, µM (doses to about 114 µM), without a hit: at the highest dose activity change, negative = inhibition, usual class: inhibitors; 360,000 tested, 3% active; AID 485364, 2010; further: potency means the concentration at half of the fitted maximal effect; on the % scale 0 is the no-effect control and ±100 the full control effect; nearly all actives have a fitted effect of over 60% in size
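First, TGR (20 nM dispensed) and NADPH were mixed with compound. Second, a 15 min room-temperature incubation followed. Third, further NADPH and then DTNB were added to start the reaction. Finally, TNB absorbance was monitored kinetically.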
Shiga inhibitor: A qHTS for Small Molecule Inhibitors of Shiga Toxin | AID 2315, 2010 | 290,000 tested, 9.2% active | Vero cells, Shiga toxin protein synthesis inhibition reporter | inhibition, % at 38.7 µM; in the data active means inhibition mostly above about 28%, no sharp cut-off; inactive means mostly below about 43%; further: 0% is about no effect
Giardia FBPA inh: qHTS Assay for Inhibitors of Fructose-1,6-bisphosphate Aldolase from Giardia Lamblia; A8B2U2; purified Giardia FBPA; Potency, µM (highest dose often 59.6 µM), for the others: at the highest dose activity, negative = inhibition, actives largely listed as inhibitors; 290,000 tested, 0.71% active; further: potency means the concentration at half of the fitted maximal effect; on the % scale 0 is the no-effect control and ±100 the full control effect; nearly all actives have a fitted effect of over 55% in size
Target sequence (A8B2U2 whole entry, looked up): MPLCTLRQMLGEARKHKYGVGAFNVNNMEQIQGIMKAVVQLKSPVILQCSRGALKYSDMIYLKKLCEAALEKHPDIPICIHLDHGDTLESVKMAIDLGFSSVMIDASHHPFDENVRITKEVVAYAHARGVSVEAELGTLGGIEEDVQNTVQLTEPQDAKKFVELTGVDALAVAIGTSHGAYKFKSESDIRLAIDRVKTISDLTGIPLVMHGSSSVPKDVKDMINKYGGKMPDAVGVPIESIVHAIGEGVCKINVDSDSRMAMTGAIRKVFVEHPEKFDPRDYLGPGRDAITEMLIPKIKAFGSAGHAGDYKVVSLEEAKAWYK
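40 nM FBPA preincubated 10 min at RT with compound (up to 57.5 uM final), then substrate plus GAPDH/TPI/NAD/arsenate coupling and diaphorase/resazurin added. Fluorescence read after 20 min at RT, 525/598 nm.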
Pf growth 48h: Primary qHTS for delayed death inhibitors of the malarial parasite plastid, 48 hour incubation. P. falciparum luciferase growth in erythrocytes, 48 h. Potency, µM (series often up to 28.7 µM), for inactives: at the top dose activity change, negative = inhibition, most hits filed as inhibitors. 310,000 tested, 5.9% active. AID 504832, 2011; further: potency means the concentration at half of the fitted maximal effect; on the % scale 0 is the no-effect control and ±100 the full control effect
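Growth was read as firefly luciferase luminescence after a 48 h, 37 C, 5% CO2 exposure of compounds to reporter-bearing P. falciparum cultures (0.1% parasitemia, 2% hematocrit final) in Albumax-supplemented RPMI 1640.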
* marks the source's active call; other numbers are inactive results; ? = inconclusive; · = not tested or not shown; [ ] = dose if it differs, or a comment. Unless noted, the call rests on the fitted dose curve; in most records, active means well fitted curve in the direction sought with a large enough effect; inconclusive means small, poorly fitted or top-dose-only effect, or another doubt; inactive means no such curve, though single readings can be large; an effect the other way counts as inactive or inconclusive. Compounds were not picked by outcome; any-hit rate near 24%.

SMILES | Cycloheximide cs | Pf growth 96h | Sm TGR block | Shiga inhibitor | Giardia FBPA inh | Pf growth 48h
Cc1nc(-c2cccc(S(=O)(=O)N3CCOCC3)c2)cs1 | -2 | 72%[activator] | -12% | 2 | -2% | 13µM*
Cc1ccc(C(=O)Nc2cccc(C(=O)N3CCOCC3)c2)cc1 | 18 | 315%[activator] | 11% | 70 | -2% | ·
O=C(CCC(=O)Nc1cccc(C(F)(F)F)c1)NCC1CCCO1 (stereo unspecified) | 7 | 4% | -17% | -3 | -9% | 14%
CCCCOC(=O)C1=C(C)NC(=O)NC1c1ccc([N+](=O)[O-])s1 (stereo unspecified) | -6 | -6% | -16% | -7 | 9% | -21%
CN(Cc1nc2ccccc2[nH]1)C(=O)C1CCC(=O)N(C2CCCC2)C1 (stereo unspecified) | -1 | 0% | -22% | 7 | · | -1%
CC(C)CNC(=O)CSc1nnc(-c2ccccn2)n1Cc1ccccc1 | -2 | -5% | 28% | -25 | 3% | -16%
CCCc1nc(-c2cc3cc(C)ccc3[nH]c2=O)no1 | 2 | ? | 14% | -2 | 7% | ?
NC(=O)C1(NC(=O)[C@@H]2CC3(CC(c4cccc(NC(=O)[C@@H]5CCC(=O)N5)c4)=NO3)CN2C(=O)Cc2ccc(Cl)cc2)CC1 (stereo partly specified) | 1 | ? | -30% | -9 | 0% | ?
COc1cccc(-c2ccc(=O)n(CC(=O)Nc3ccc(S(=O)(=O)NCC(C)C)cc3)n2)c1 | -1 | ? | 1% | -2 | 6% | ?
Cc1ccccc1NC(=O)c1sc(Cl)nc1C | -6 | ? | -2% | -14 | -1% | 1%
N#C/C(=C\c1ccc(O)c(O)c1)C(=O)N1CCCC1 | 3 | ? | -2% | -10 | ? | ?
O=C(CSc1nccn1Cc1ccccc1)Nc1ccccc1 | 18* | -12% | 4% | 33* | · | -2%
CC(=O)Nc1ccc(N=Cc2ccc(OCc3ccccc3)cc2)cc1 | 35* | 11% | 0% | 68* | -8% | 4%
COCC(=O)Nc1ccccc1Br | -2 | -8% | 0% | 1 | 6% | 1%
CC(C)(C)NC(=O)NC(=O)COC(=O)c1cccc(NS(=O)(=O)c2ccc(F)c(F)c2)c1 | 5 | 8% | 2% | -10 | 0% | 5%
CC(=O)Nc1cccc(NC(=O)CSc2nc(=O)n(CCN3CCOCC3)c3c2CCCC3)c1 | · | -3% | -36% | · | · | 6%
O=C(c1ccco1)N1CCN(c2ncnc3scc(-c4ccccc4)c23)CC1 | 4 | 0% | 0% | -11 | -1% | ·
COC(=O)c1ccc(COc2ccc3c4c(c(=O)oc3c2)CCC4)o1 | 5 | 2% | -2% | -2 | 5% | 32%[activator]
Cc1cc(C(=O)NCCN2C(=O)S/C(=C\c3cccs3)C2=O)ccc1[N+](=O)[O-] | 4 | 10% | 10% | 4 | 4% | 18%
Cc1ccc(OCC(=O)N(Cc2nnc(-c3ccccc3Cl)o2)C2CC2)cc1C | · | -16% | -23% | · | · | ?
Cc1csc(=O)n1CC(=O)OCC(=O)Nc1ccc(C(N)=O)cc1 | · | 8% | -27% | · | · | 24%
COC(=O)c1[nH]c2ccc(C)cc2c1NC(=O)CCN1CCN(Cc2ccc3c(c2)OCO3)CC1 | -4 | 8.3µM* | -17% | -10 | -3% | ?
CS(=O)(=O)Nc1ccc(C(=O)NCc2ccc3c(c2)OCO3)cc1 | -6 | · | -27% | -10 | 7% | 17%
Oc1ccc(-c2nc3ccccc3s2)c(O)c1 | 40* | 86%[activator] | 1% | 92* | 1% | 171%[activator]
O=C(c1ccccc1)n1nnc2ccccc21 | 1 | 26% | 16µM* | 24 | 4% | 21%

The list continues:
SMILES | Cycloheximide cs | Pf growth 96h | Sm TGR block | Shiga inhibitor | Giardia FBPA inh | Pf growth 48h
CN(C)CCCN(C(=O)c1ccc(S(=O)(=O)N2CCc3ccccc32)cc1)c1nc2c(Cl)cccc2s1 | -3 | ? | 7% | 11 | · | ?
O=C1CCCC/C1=C\Nc1ccccc1C(=O)O | -4 | -24% | -3% | -8 | -24% | 5%
CN(Cc1ccccc1)c1nc(-c2ccc(F)cc2)cc(C(F)(F)F)n1 | -3 | · | 9% | -2 | · | ·
CC(=O)c1ccc(N2CCN(C(=O)CN(C)S(=O)(=O)c3cnc[nH]3)CC2)cc1 | 39* | 32% | -5% | 42 | 5% | 9%
O=C(NCc1ccccc1)C1=C[C@H](c2ccc(Br)cc2)C[C@H](OCc2ccc(CO)cc2)O1 | -1 | 1.7µM* | -13% | 14 | -12% | ?
O=C(OCCNc1ccc(C(F)(F)F)cc1[N+](=O)[O-])c1cc2ccccc2oc1=O | 18* | 1% | -3% | 2 | 0% | 53%[activator]
COc1ccccc1Nc1nc(-c2cccs2)cs1 | 37* | 371%[activator] | -14% | 77* | -10% | 296%[activator]
Cc1sc(-n2cccc2)c(C(=O)O)c1C | -3 | -6% | -14% | 21 | -7% | 9%
CCOC(=O)CCSc1nc(C)c2cc(C)ccc2n1 | 30* | 138%[activator] | -7% | 75* | 4% | ·
CCCC(=O)Nc1nn(C)c2nc3c(C)cccc3cc12 | 1 | 62%[activator] | -30% | 12 | -4% | ?
NC(=O)CC(NC(=O)c1ccccc1)c1ccc(NCCOc2ccccc2)c([N+](=O)[O-])c1 (stereo unspecified) | -1 | ? | 9% | -3 | -7% | ?
Fc1ccc(-c2nnc(Cc3nnc(-c4ccc(F)cc4)o3)o2)cc1 | -6 | · | -19% | -9 | 1% | ?
Cc1ccc(NC(=O)OCCNC(=O)c2ccncc2)cc1 | 20* | 22% | 4% | 48 | 4% | 20%
CC(C)COc1ccc(-c2nnn(CC(=O)N3CCCC3)n2)cc1 | 23* | 33%[activator] | 1% | 58* | 5% | ?
CSc1nc2ccc(NC(=O)c3c(-c4ccccc4)noc3C)cc2s1 | -2 | -1% | 14% | 36 | -3% | -9%
Cc1ccc(C(=O)NNC(=O)CSc2nnc3c(n2)[nH]c2ccc(F)cc23)cc1 | -3 | ? | -15% | -11 | 0% | 7%
COc1ccc(-c2nnc3ccc(SCC(=O)Nc4cc(C)on4)nn23)cc1 | -10 | ? | 7% | -3 | 1% | -15%
CCCCn1nc2cc(C(=O)NCc3ccccc3)ccc2c1OCC | -2 | ? | 10% | -23 | -4% | 15%
COc1ccc(S(=O)(=O)Nc2ccc(Cl)cn2)cc1 | 2 | 0% | 12% | 3 | -1% | 6%
O=S(=O)(NCCc1csc(-c2cccnc2)n1)c1ccc(F)cc1 | -4 | -6% | 0% | 8 | 1% | ?
O=C(O)c1cc(-c2cccc3ccccc23)nc2ccccc12 | -2 | 6% | 49%[activator] | -12 | -7% | 26%
Nc1ccc(NC(=O)c2cccs2)c(Cl)c1 | 32* | ? | -27% | 55* | 5% | 194%[activator]
Cc1c(C)n(Cc2ccccc2)c2ccc(C(=O)NCCN3CCOCC3)cc12 | -6 | -2% | ? | -7 | -4% | -10%
COc1ccc(/C=N/O)cc1COc1ccc(NC(C)=O)cc1 | -1 | 7.4µM* | -4% | 9 | -3% | 7%
NC(=O)c1ccccc1NC(=O)/C=C/c1ccccc1 | 34* | 3% | 4% | 63* | -2% | 165%[activator]

Next section.
SMILES | Cycloheximide cs | Pf growth 96h | Sm TGR block | Shiga inhibitor | Giardia FBPA inh | Pf growth 48h
Cn1c(SCC(=O)NCC2CCCO2)nnc1-c1c[nH]c2ccccc12 (stereo unspecified) | 0 | ? | -8% | 15 | 0% | 5%
O=C(O)c1ccccc1N1C(=O)C2C3CCC(C3)C2C1=O (stereo unspecified) | -2 | 29% | 8%[57.1 µM] | -20 | 7% | 27%
NC(=O)CC[C@@H]1NC(=O)[C@@H]2CCCN2C(=O)c2cc([N+](=O)[O-])cc(I)c2NCCC[C@@H](C(=O)NC(CC(=O)O)C(N)=O)NC1=O (stereo partly specified) | -4 | 4% | -3% | -18 | -4% | -2%
CC1CCCCC1NC(=O)c1nnc(Cc2ccc(Cl)cc2)o1 (stereo unspecified) | -3 | ? | -7% | -12 | -3% | 24%
COc1ccccc1/C=N/NC(=Nc1ccc(C)cc1)c1nc2ccccc2s1 | 53* | 285%[activator] | -17% | 184* | 0% | 100%[activator]
CN(c1ccccc1)S(=O)(=O)c1cccc(NC(=O)Cc2ccc(Cl)cc2)c1 | · | ? | 5% | · | · | 12µM*
Cc1nn2c(NCCCN(C)C)c3c(nc2c1-c1ccccc1)CCCC3 | -2 | 8.3µM* | 20% | -3 | 10% | 15µM*
CC[C@]1(c2ccccc2OC)C(=O)N(C(=O)OC)N1C(=O)OC | 29* | ? | 32µM* | 36* | 6% | -64%
Cc1ccc(C23CC4CC(CC(C(=O)NN)(C4)C2)C3)cc1 | -2 | 294%[activator] | 24% | -3 | 14% | -15%
CC/C(=N\Nc1ccnc2cc(Cl)ccc12)c1ccc(O)cc1 | -5 | 1.3µM* | 50µM* | 18 | 2% | 1.7µM*
Cc1nc(Nc2ccccc2F)c2nnn(Cc3ccccc3Cl)c2n1 | -2 | ? | -22% | -9 | 3% | 7%
CN1CCN(C(=S)SCC(=O)N2CCCc3ccccc32)CC1 | 1 | ? | -27% | -5 | 5% | -4%
COc1ccc(F)cc1C(=O)C1CCCN(C(=O)c2cccc(N(C)C)c2)C1 (stereo unspecified) | 1 | ? | 13% | 26 | -7% | 5.9µM*
Cc1cccc(C)c1NC(=O)C(NC(=O)CN1C(=O)c2ccccc2C1=O)c1ccccc1 (stereo unspecified) | -1 | · | -3% | -11 | 1% | 5%
O=c1oc2ccccc2n1Cc1cccc(F)c1 | 12 | 11% | 20% | -10 | 7% | 17%
CCCCCC(=O)Nc1nc2ccccc2[nH]1 | 32* | 95%[activator] | 0% | 62* | 8% | 345%[activator]
CCc1cc2cc3c(cc2nc1SCC(=O)Nc1c[nH]c(=O)[nH]c1=O)OCO3 | -4 | 3% | 1% | -8 | -7% | -2%
CCNC(=O)C(CCSC)NS(=O)(=O)c1ccc(C)cc1 (stereo unspecified) | -2 | 8% | 4% | -6 | 4% | -5%
CC(C)C(=O)NNC(=O)c1csc(CS(=O)(=O)c2ccc(Cl)cc2)n1 | 0 | 3% | 4% | -7 | -23% | -4%
O=S(=O)(c1ccsc1)N1CC=C(c2ccccc2)CC1 | 2 | -13% | -10% | 35* | · | -19%
Cc1cc(NS(=O)(=O)c2ccc(C(C)C)cc2)no1 | -3 | ? | 4% | -2 | 6% | 0%
CCn1c(=O)c([N+](=O)[O-])c(NCCN(C)C)c2ccccc21 | 1 | 201%[activator] | 11% | -4 | -12% | 1%

Part of the list above, as a markdown table:
| structure | Cycloheximide cs | Pf growth 96h | Sm TGR block | Shiga inhibitor | Giardia FBPA inh | Pf growth 48h |
| --- | --- | --- | --- | --- | --- | --- |
| CN(c1ccccc1)S(=O)(=O)c1cccc(NC(=O)Cc2ccc(Cl)cc2)c1 | · | ? | 5% | · | · | 12µM* |
| Cc1nn2c(NCCCN(C)C)c3c(nc2c1-c1ccccc1)CCCC3 | -2 | 8.3µM* | 20% | -3 | 10% | 15µM* |
| COc1ccc(F)cc1C(=O)C1CCCN(C(=O)c2cccc(N(C)C)c2)C1 (stereo unspecified) | 1 | ? | 13% | 26 | -7% | 5.9µM* |
| Cc1cccc(C)c1NC(=O)C(NC(=O)CN1C(=O)c2ccccc2C1=O)c1ccccc1 (stereo unspecified) | -1 | · | -3% | -11 | 1% | 5% |
| CCn1c(=O)c([N+](=O)[O-])c(NCCN(C)C)c2ccccc21 | 1 | 201%[activator] | 11% | -4 | -12% | 1% |
| O=C(O)c1ccccc1N1C(=O)C2C3CCC(C3)C2C1=O (stereo unspecified) | -2 | 29% | 8%[57.1 µM] | -20 | 7% | 27% |
